Epigenetic mod – epigenetic GFP locus derepression in mouse cells | mouse C127i GFP locus derepression, cytometry, 30 h | Potency, µM (series often up to 46.1 µM), for inactives: at the highest dose GFP derepression (activation) | 68,000 compounds, 0.09% hits; also: % of control where 0% means no effect
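Murine C127i mammary cells carrying a silenced, stably integrated CMV-driven GFP reporter were treated with compound for 30 hours at 37 C. After PBS washes, GFP-positive cells were counted by laser-scanning microplate cytometry.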
USP2a inh – blocks human ubiquitin-specific protease USP2a; O75604; USP2a enzymatic assay, qHTS inhibition; Potency, µM (titrated, usually from 38.3 µM), for inactives: top-dose activity change, negative = inhibition, usual class: inhibitors; 60,000 compounds, 0.1% hits;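 also: potency is read from the fitted curve at half-maximal effect; nearly all actives have a fitted effect of over 60% in size; plate controls were DMSO for no effect and NEM full inhibition control for full effect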
Target sequence (O75604 whole entry, looked up): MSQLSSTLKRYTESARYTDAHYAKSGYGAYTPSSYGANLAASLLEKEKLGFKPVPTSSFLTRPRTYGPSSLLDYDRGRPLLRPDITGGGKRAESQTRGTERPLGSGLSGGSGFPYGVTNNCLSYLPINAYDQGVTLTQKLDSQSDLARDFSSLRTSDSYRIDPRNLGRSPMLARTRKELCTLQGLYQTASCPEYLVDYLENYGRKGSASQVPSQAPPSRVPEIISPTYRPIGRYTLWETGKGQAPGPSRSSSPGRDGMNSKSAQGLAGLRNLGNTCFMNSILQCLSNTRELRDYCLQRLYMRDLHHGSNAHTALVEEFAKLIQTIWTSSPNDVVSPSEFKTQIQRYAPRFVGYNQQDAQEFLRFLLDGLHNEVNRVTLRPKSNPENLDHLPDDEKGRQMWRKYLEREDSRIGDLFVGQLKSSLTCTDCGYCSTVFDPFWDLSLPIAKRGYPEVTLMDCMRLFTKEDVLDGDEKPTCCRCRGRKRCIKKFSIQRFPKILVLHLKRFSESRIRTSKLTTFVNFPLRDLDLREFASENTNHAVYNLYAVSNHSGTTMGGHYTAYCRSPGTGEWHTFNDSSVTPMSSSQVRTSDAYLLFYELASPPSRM
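USP2 core (20 nM final) was preincubated with compound for 30 min at RT in 20 mM Tris-HCl pH 8.0, 2 mM CaCl2, 2 mM beta-mercaptoethanol; Ub-PLA2 (20 nM) plus NBD C6-HPC (20 uM) then added, fluorescence read after 2.5 h.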
UbGFP stabilizer – ubiquitin-GFP accumulation via proteasome inhibition | Ubiquitin-GFP reporter cells, proteasome inhibition, GFP fluorescence; response scale: untreated = 0%, 10 µM MG-132 = 100% | Potency, µM (titrated, usually from 45.9 µM), for the others: at the top dose activation (GFP accumulation), actives largely listed as activators | 67,000 tested, under 10 active | AID 526; active = well fitted activation curve with a large enough effect, not every such curve was filed as active; inconclusive = small, poorly fitted or top-dose-only effect, or another doubt; inactive = no such curve, though single readings can be large or run the other way; also: potency is read from the fitted curve at half-maximal effect
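Proteasome block read as GFP accumulation: ubiquitin(G76V)-GFP U2OS cells exposed to compound (2.9 nM–46 uM) for 4 hr at 37 C. Normalization used untreated cells as 0% and 10 uM MG-132 as 100%; concentration-response curves fitted.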
HBB splice mod – hemoglobin beta splicing modulation | AID 925 | HBB splicing reporter cell assay, activation; EGFP reporter with mutant IVS2-654 intron; response scale: normalised to 500 nM splice-correcting PNA | 65,000 compounds, 0.06% hits | Potency, µM (series often up to 46.1 µM), for inactives: top-dose activation, most hits filed as activators; also: potency is read from the fitted curve at half-maximal effect; 0% is about no effect
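Compounds were applied for 2 days to HeLa EGFP-654 cells, 500/well in Optimem with 2% FCS. The reporter's EGFP is disrupted by mis-splicing of beta-globin intron IVS2-654. Readout: summed well GFP fluorescence from 488 nm laser scanning; reference was 500 nM antisense […] 654 PNA.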
BRCT PPI green – inhibitors of human BRCA1 BRCT-phosphoprotein interaction (green fluorophore); Potency, µM (doses to about 76.9 µM), for the others: at the highest dose activity change, negative = inhibition, actives largely listed as inhibitors; P38398; 75,000 compounds, 0.05% hits; BRCA1 BRCT-phosphopeptide binding, green fluorescence polarization;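 also: potency is read from the fitted curve at half-maximal effect; plate controls were peptide without protein for full effect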
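Compounds were incubated for 12 min at room temperature with a complex of 100 nM fluorescein-tagged pBACH1 decapeptide and 250 nM His-tagged BRCT protein. Buffer was phosphate pH 7.3 with EDTA, DTT and Tween 20. Disruption of binding lowers the polarization signal.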
BRCT inh red – BRCT-phosphoprotein interaction inhibition (red fluorophore). AID 892. Potency, µM (titrated, usually from 76.9 µM), for inactives: at the top dose activity change, negative = inhibition, hits mostly inhibitors. P38398. 75,000 compounds, 0.03% hits. BRCT-phosphopeptide binding, red fluorescence polarization; also: % is scaled to controls: 0 for no effect and ±100 for the full control effect
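Rhodamine-labelled pBACH1 10-mer (100 nM) bound to BRCT domain (100 nM) at pH 7.3; compounds incubated 12 min room temperature, polarization read. Free peptide defines full inhibition; unlabelled decapeptide titrated as control.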
CRE-bla Fsk – modulators of forskolin-stimulated CRE signaling in CHO cells; 71,000 compounds, 2.5% hits; Potency, µM (series often up to 38.2 µM), for inactives: at the top dose activity change, negative = inhibition, usual class: activators; AID 662; CHO CRE-bla reporter (cAMP response element driving beta-lactamase), forskolin EC10, beta-lactamase ratio; active = well fitted activation curve with a large enough effect in the signal ratio, with a control signal flat, not every such curve was filed as active; inconclusive = small, poorly fitted or top-dose-only effect, or effect the other way, or a change in a side signal; the % refers to the signal ratio; also: potency is read from the fitted curve at half-maximal effect; % of control where 0% means no effect
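Beta-lactamase reporter under a cAMP responsive element in CHO cells; compounds tested in titration series against EC10 NKH 477, 3 h at 37 °C. Read-out: CCF4 FRET ratio 460nm/530nm (excitation 405nm) giving %Activity, fitted to AC50.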
HADH2 inh – HADH2 (human) dehydrogenase inhibition | AID 886 | recombinant HADH2, NADH fluorescence, beta-hydroxybutyryl-CoA | Potency, µM (doses to about 57.1 µM), inactives show at the top dose activity change, negative = inhibition, hits mostly inhibitors | Q99714 | 73,000 compounds, 3.4% hits; also: potency is read from the fitted curve at half-maximal effect; % is scaled to controls: 0 for no effect and ±100 for the full control effect; nearly all actives have a fitted effect of over 60% in size; many of its hits are not listed in these tables
Target sequence (Q99714 whole entry, looked up, one chain of several): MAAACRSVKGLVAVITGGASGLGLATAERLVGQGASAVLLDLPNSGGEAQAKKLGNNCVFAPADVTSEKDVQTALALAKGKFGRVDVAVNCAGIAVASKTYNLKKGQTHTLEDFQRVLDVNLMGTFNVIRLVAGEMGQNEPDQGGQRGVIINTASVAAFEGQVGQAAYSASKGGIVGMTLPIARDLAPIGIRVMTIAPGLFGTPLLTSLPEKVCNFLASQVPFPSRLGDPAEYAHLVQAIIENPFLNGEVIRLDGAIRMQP
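Buffer 100 mM Tris-HCl pH 9.0/0.01% Tween-20; HADH2 20 nM; NAD+ 1 mM; beta-hydroxybutyryl-CoA 90 uM (all final). 15 min cpd preincubation, RT.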
Pol III holo inh – inhibitors of bacterial DNA polymerase III holoenzyme. 71,000 compounds, 0.25% hits. reconstituted DNA polymerase III holoenzyme replication, biochemical. Potency, µM (highest dose often 57.1 µM), for inactives: at the top dose activity change, negative = inhibition; also: potency is read from the fitted curve at half-maximal effect; % is scaled to controls: 0 for no effect and ±100 for the full control effect
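Reconstituted *E. coli* holoenzyme (0.35 nM Pol III, 1 nM beta, 154 nM SSB, 2 nM primase) was preincubated with compound for 15 min at RT. Synthesis on 1.4 nM ssM13Gori ran 35 min, then was stopped with PicoGreen/EDTA and read as dsDNA fluorescence.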
15-hLO inh – blocks human 15-lipoxygenase activity; P16050; purified 15hLO-1, xylenol orange hydroperoxide absorbance; Potency, µM (titrated, usually from 57.1 µM), for inactives: at the highest dose activity change, negative = inhibition, most hits filed as inhibitors; 74,000 compounds, 1.4% hits; AID 887; also: potency is read from the fitted curve at half-maximal effect; % is scaled to controls: 0 for no effect and ±100 for the full control effect; nearly all actives have a fitted effect of over 55% in size
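Inhibition is scored from a chromogenic endpoint. After 15 min enzyme-compound contact, arachidonic acid (50 uM final) reacts 6 min with 40 nM 15hLO-1 at room temperature, then Fe-XO reagent is added for 30 min and absorbance ratio recorded.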
Hsp90 Hop PPI – changes Hsp90-Hop TPR2A binding signal, up or down; 71,000 compounds, 0.44% hits; AlphaScreen TPR2A-His6 binding biotin-Hsp90 C-terminal peptide; Potency, µM (highest dose often 57 µM), for inactives: top-dose activity change, negative = inhibition; active = well fitted curve in either direction with a large enough effect; inconclusive = small, poorly fitted or top-dose-only effect, or another doubt; also: potency is read from the fitted curve at half-maximal effect; % is scaled to controls: 0 for no effect and ±100 for the full control effect; many of its hits are not listed in these tables
* = called active by the depositor; ? = inconclusive; . = not tested or not shown; [ ] = remark or other dose. Unless noted, calls follow the shape of the dose curve; as a rule, active = well fitted curve in the direction sought with a large enough effect; inconclusive = small, poorly fitted or top-dose-only effect, or another doubt; inactive = no such curve, though single readings can be large; an effect the other way counts as inactive or inconclusive. Not all compounds are listed (hit frequency here may not be typical).

SMILES	Epigenetic mod	USP2a inh	UbGFP stabilizer	HBB splice mod	BRCT PPI green	BRCT inh red	CRE-bla Fsk	HADH2 inh	Pol III holo inh	15-hLO inh	Hsp90 Hop PPI
COc1ccc(C(=O)N2CCN(S(=O)(=O)c3ccc(C)cc3C)CC2)cc1OC	.	.	3%	-0.7%	3.2%	-2.5%	-6%	2%	-2%	-4%	-6%
Cc1coc(C)c1C(=O)CC1(O)C(=O)N(CCc2ccccc2)c2ccccc21 (configuration not stated)	-4%	46%[activator]	5%	0.7%	-1.6%	1.8%	-13%	-19%	-1%	-13%	-1%
CC(C)N(Cc1nc(-c2ccc(Cl)cc2)no1)C(=O)CCCN1C(=O)c2ccccc2C1=O	.	.	-18%	-1.9%	-1.2%	0.3%	?	-4%	1%	-10%	-3%[2.3 µM]
Cc1cc(=O)oc2cc3c(cc12)OCCN3	-2%	-1%	-3%	-0.2%	-2.6%	0.7%	?	2µM*	-3%	-7%	0%
CSCC[C@@H]1NC(=O)C/C=C\[C@@H](C)COC(=O)[C@@H](CCSC)NC(=O)C/C=C\[C@@H](C)COC1=O	.	.	.	-0.4%[9.22 µM]	-4.0%[15.4 µM]	1.8%[15.4 µM]	.	2%[11.4 µM]	.	4%[11.4 µM]	.
CCC(C)NC(=O)CCS(=O)(=O)c1ccc(Br)s1 (configuration not stated)	1%	-6%	-4%	-1.0%	-2.9%	0.5%	-7%	-3%	-2%	4%	2%
CCc1c(C)nc2ncnn2c1N1CCC(C(=O)Nc2cccc(C(C)=O)c2)CC1	-1%	17%	-4%	.	1.4%	-0.7%	17%	6%	-4%	3%	-3%
COc1ccc(C(=O)N2CCC3(CCCN(C(=O)Nc4cccc(F)c4)C3)CC2)cc1	2%[9.22 µM]	98%[activator]	-8%	2.5%	-2.9%	-1.0%	-11%	10%	-7%	-2%	2%
CCc1nc2c(c(=O)[nH]1)C1(CCCC1)Cc1ccccc1-2	2%	.	15%	1.2%	-1.5%	-1.2%	?	-5%	0%	5%	-5%
O=C1CCC(=O)N1OCCCOc1ccc(Br)cc1Cl	-3%	1%	-4%	-1.0%	0.6%	0.7%	3%	6%	-6%	6%	5%
C=CCSc1nsc(N)n1	1%	0%	0%	1.2%[57.5 µM]	-1.5%	-0.1%	2%	-16%	8%	6%	-1%
Cc1cc(Nc2ccc(Br)c(C)c2)n2nc(C)nc2n1	-3%	.	6%	-0.1%	3.8%	0.0%	?	-13%	0%	-5%	0%
Cn1c(=O)c2c(SCc3cccc(C(F)(F)F)c3)nc(-c3ccco3)nc2n(C)c1=O	0%	6%	5%	-0.5%	-1.0%	-1.4%	-8%	9%	-13%	5%	-2%
COc1ccccc1-c1cc(C(=O)NCCCn2ccnc2)no1	-3%	-1%	9%	7.3%	-0.1%	-0.2%	-4%	6%	-3%	11%	-3%
CC(Sc1nc(N)cc(=O)[nH]1)C(=O)NC1CCCCC1 (configuration not stated)	-2%	-2%	-5%	0.9%	-3.2%	-1.0%	-4%	?	-3%	-2%	0%
CCOc1ccc(N(C(C)C(=O)Nc2ccc(OC)cc2)S(C)(=O)=O)cc1 (configuration not stated)	-2%	13%[7.66 µM]	6%[9.17 µM]	-2.1%[0.0738 µM]	-0.5%	0.1%	-17%[7.6 µM]	2%[11.4 µM]	-1%[11.4 µM]	-3%[11.4 µM]	-6%[11 µM]
C=COCCNC(=O)Nc1ccc(Cl)c(Cl)c1	0%	.	4%	-0.4%[57.5 µM]	-1.1%	-2.1%	-11%	-7%	-2%	-8%	1%
CCN=C(NCC)SC1CC(=O)N(c2cccc(OCC)c2)C1=O (configuration not stated)	-2%	10%	-1%	-0.3%[9.22 µM]	0.8%	0.3%	-4%	4%	-5%	-2%	-1%
CCOC(=O)C1CCN(C(=O)CCNC(=O)c2cc(OC)c(OC)c(OC)c2)CC1	0%	7%	11%	2.2%[1.84 µM]	-4.4%	-1.1%	9%	13%	-2%	5%	-3%
CCOC(=O)N1CCN(C2CC(=O)N(c3ccccc3)C2=O)CC1 (configuration not stated)	1%	-1%	29%	-0.6%[9.22 µM]	-1.2%	0.8%	-1%	-2%	-11%	4%	-2%
CCCCC(=O)NC(Nc1cc(C)ccn1)(C(=O)OCC)C(F)(F)F (configuration not stated)	2%	11%	-2%	-1.1%	0.1%	1.1%	-1%	7%	-4%	-4%	4%
CCN(c1ccc(OC)cc1)S(=O)(=O)c1ccc2c(c1)CCN2C(=O)CCC(=O)O	0%	-5%	-11%	2.9%	-0.7%	-0.4%	?	-5%	0%	1%	-3%
COc1ccccc1NC(=O)CCSc1nnnn1C	4%	2%	7%	-3.9%[57.5 µM]	1.1%	0.9%	3%	?	0%	5%	-3%
O=C1CC(c2cccs2)Cc2nc(NCC3CCCO3)ncc21 (configuration not stated)	2%	4%	1%	0.7%[1.84 µM]	-0.5%	0.2%	13%	1%	1%	2%	-1%
COc1ccc2c(c1)[C@]1(C)CCC[C@](C)(CO)[C@@H]1CC2	0%[9.22 µM]	.	4%	.	.	.	-14%	6%	2%	.	0%

Continuation:
SMILES	Epigenetic mod	USP2a inh	UbGFP stabilizer	HBB splice mod	BRCT PPI green	BRCT inh red	CRE-bla Fsk	HADH2 inh	Pol III holo inh	15-hLO inh	Hsp90 Hop PPI
COc1cccc(NC(=O)N(Cc2ccco2)C(C)c2cccs2)c1 (configuration not stated)	0%	5%	-3%	-0.8%	1.3%	-2.1%	1%	-3%	-5%	-2%	1%
c1csc(CNc2cc(-c3ccoc3)ncn2)c1	5%[9.22 µM]	153%[activator]	-7%	-1.2%	-2.9%	-2.0%	1%	-11%	-4%	16%	-6%
CCN(CC(=O)Nc1cccc(C(C)=O)c1)S(=O)(=O)c1ccc(OC)cc1	0%	9%	-6%	-1.1%	-2.7%	-0.6%	-3%	5%	-2%	-4%	-2%
Cc1onc(-c2ccccc2)c1C(=O)Nc1ccnn1C1CCCCC1	4%	8%	0%	-1.4%	2.6%	-4.8%	-5%	-3%	4%	-4%	-2%
CN(CC(=O)NCc1ccco1)S(=O)(=O)c1cccc2cccnc12	.	.	0%	1.1%	0.2%	0.4%	-11%	-4%	-7%	-5%	-4%[2.3 µM]
COc1cccc2cc(C(=O)Nc3cccc(C)n3)c(=O)oc12	-2%	18%	-8%	.	-3.1%	2.4%	-1%	16%	-6%	11%	-1%
Cc1nnc(N2CCN(Cc3ccccc3)CC2)[nH]c1=O	4%	-3%	6%	-1.8%	-0.2%	1.9%	-4%	-4%	0%	-1%	-6%
CC1Cn2c(nnc2-c2cc3ccccc3cc2O)S1 (configuration not stated)	3%	5%	10%	0.3%	-1.0%	-0.3%	?	?	0%	-6%	-6%
NC(=O)c1ccccc1NC(=O)c1ccccc1F	-2%	2%	-3%	-1.3%	-1.3%	3.0%	5%	4%	2%	14%	0%
CCn1c(=O)cc(SCC(=O)N2CCN(c3ccccn3)CC2)c2ccccc21	0%	22%	18%	-0.7%	0.2%	-1.0%	7%	-2%	5%	7%	?
[O-][N+](=Nc1ccccc1)c1ccccc1	.	.	.	0.2%	-0.6%	-3.4%	-10%	-4%	0%	-3%	4%
CCOc1ccc(C(=O)Nc2nnc(C)s2)cc1OCC	2%	4%[7.66 µM]	-11%[9.17 µM]	-3.7%[0.0738 µM]	0.6%	-1.8%	?	-3%[11.4 µM]	-5%[11.4 µM]	0%[11.4 µM]	-6%[11 µM]
CC(=O)Nc1ccc2c(c1)CCC2=O	0%	2%	10%	0.9%	-1.1%	-0.4%	5%	-14%	3%	9%	1%

High-throughput results from PubChem BioAssay.
